From PubChem BioAssay
GALK inhibitor – qHTS Assay for Inhibitors of Human Galactokinase (GALK): NCGC Sytravon Library Screen; recombinant GALK, Kinase-Glo ATP luminescence, 1 h; Potency, µM (doses to about 57.5 µM), for inactives: top-dose activity, negative = inhibition, hits mostly inhibitors; 44,000 tested, under 10 active; AID 1347072, 2019;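 further: plate controls were full GALK reaction for no effect and reaction lacking GALK for full effect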
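5 nM GALK; 35 uM ATP; 100 uM D-galactose; 20 mM HEPES pH 8.0, 5 mM MgCl2, 60 mM NaCl, 1 mM DTT, 0.01% BSA; 1 h RT; Kinase-Glo Plus luminescence.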
FH mod – Identification of activators of human fumarate hydratase by quantitative high-throughput screening. FH coupled MDH/diaphorase resazurin fluorescence, 15 min. 54,000 tested, 0.22% active. Potency, µM (top dose mostly 79.9 µM), for the others: top-dose activity change, negative = inhibition, actives largely listed as inhibitors; further: potency means the concentration at half of the fitted maximal effect; on the % scale 0 is the no-effect control and ±100 the full control effect; the screen sought activators but most active calls are inhibition curves; nearly all actives have a fitted effect of over 45% in size
B2AR arrestin ag – qHTS assay of beta-arrestin-biased ligands of beta2-adrenergic receptor: NCGC Sytravon Library Screen. HTLA Tango cells, beta-arrestin recruitment, luciferase luminescence, 18 h. Potency, µM (titrated, usually from 46.1 µM), for inactives: at the highest dose activation, actives largely listed as activators. 44,000 tested, under 10 active. AID 1347077, 2019;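 further: potency means the concentration at half of the fitted maximal effect; 0% = DMSO and full agonism = EC100 isoproterenol or metaproterenol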
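Tango cells expressing recombinant beta2-AR and beta-arrestin were treated with compounds (up to 46 microM titration) in DMEM with 1% FBS for 18 hr at 37 degrees C. Beta-arrestin recruitment drove tTA-dependent luciferase, read by luminescence; curves were fitted and classed.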
p53null 32C kill – qHTS Screen for Compounds that Selectively Target Cancer Cells with p53 Mutations: Cytotoxicity of p53 Null Cells at the Permissive Temperature; 55,000 tested, 0.62% active; Potency, µM (doses to about 46.1 µM), for inactives: at the top dose activity change, negative = cytotoxicity, hits mostly cytotoxic; AID 903, 2007; H1299-neo p53 null cells, ATP luminescence, 24 h, 32C;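 further: potency means the concentration at half of the fitted maximal effect; 0% = DMSO only and -100% = full killing by 100 µM tamoxifen; nearly all actives have a fitted effect of over 55% in size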
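H1299-neo, 600 cells/well; overnight 37C; cpd up to 46 uM, 24 h at 32C; ATPlite luminescence after 20 min RT; normalized to DMSO (0%) and tamoxifen 100 uM (100% kill); Hill-fit AC50.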
p53null 39C kill – qHTS Screen for Compounds that Selectively Target Cancer Cells with p53 Mutations: Cytotoxicity of p53 Null Cells at the Nonpermissive Temperature; 55,000 tested, 0.97% active; Potency, µM (highest dose often 46.1 µM), without a hit: top-dose activity, negative = cell killing, actives largely listed as cytotoxic; H1299 p53-null (neo) cells, 39C, ATPlite viability, 24 h;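 further: potency means the concentration at half of the fitted maximal effect; 0% = DMSO only and -100% = full killing by 100 µM tamoxifen; nearly all actives have a fitted effect of over 50% in size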
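Luminescent ATP signal reported cell survival after H1299 lines (neo, p53 null; or p53 A138V) received up to 46 uM compound and 24 hr incubation at 39C.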
PTAP-TSG101 blk – qHTS Validation Assay for Inhibitors of HIV-1 Budding by Blocking the Interaction of PTAP/TSG101: Sytravon Library Screen; Tumor susceptibility gene 101 protein (Homo sapiens), Q99816; 44,000 tested, under 10 active; AID 1347069, 2019; Potency, µM (series often up to 115 µM), for the others: at the top dose activity change, negative = inhibition, usual class: inhibitors; Fluorescence polarization, FITC-PTAP peptide/Tsg101, 20 min; further: potency means the concentration at half of the fitted maximal effect; 0% is about no effect
Target sequence (Q99816 whole entry, looked up): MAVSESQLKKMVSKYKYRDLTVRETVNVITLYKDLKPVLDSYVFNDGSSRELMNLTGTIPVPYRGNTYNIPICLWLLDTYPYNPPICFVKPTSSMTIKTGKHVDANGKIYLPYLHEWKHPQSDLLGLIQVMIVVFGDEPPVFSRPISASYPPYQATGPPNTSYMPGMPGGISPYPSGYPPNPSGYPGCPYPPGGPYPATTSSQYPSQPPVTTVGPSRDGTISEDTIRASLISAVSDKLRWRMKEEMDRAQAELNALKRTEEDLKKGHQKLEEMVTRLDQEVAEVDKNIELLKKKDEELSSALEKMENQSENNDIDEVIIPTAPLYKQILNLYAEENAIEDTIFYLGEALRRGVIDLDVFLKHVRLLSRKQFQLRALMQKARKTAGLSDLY
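Compounds pinned into 10 uM Tsg101 binding domain, then 50 nM FITC-PTAP peptide added in pH 7.5 HEPES buffer; FP read after 20 min, room temperature. Total S+P intensity flags fluorescent compounds; active cut-off <25 µM, efficacy <60%.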
NTMT1 inh – Primary qHTS for Inhibitors of N-terminal methyltransferase 1 (NTMT1): MTaseGlo Assay; N-terminal Xaa-Pro-Lys N-methyltransferase 1 (Homo sapiens), Q9BV86; NTMT1 MTase-Glo SAH luminescence, purified enzyme; Potency, µM (titrated, usually from 114 µM), for inactives: top-dose activity change, negative = inhibition, usual class: inhibitors; 59,000 tested, 2.5% active;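 further: potency means the concentration at half of the fitted maximal effect; plate controls were DMSO vehicle for no effect and no enzyme for full effect; nearly all actives have a fitted effect of over 65% in size; many of its hits are not listed in these tables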
Target sequence (Q9BV86 whole entry, looked up): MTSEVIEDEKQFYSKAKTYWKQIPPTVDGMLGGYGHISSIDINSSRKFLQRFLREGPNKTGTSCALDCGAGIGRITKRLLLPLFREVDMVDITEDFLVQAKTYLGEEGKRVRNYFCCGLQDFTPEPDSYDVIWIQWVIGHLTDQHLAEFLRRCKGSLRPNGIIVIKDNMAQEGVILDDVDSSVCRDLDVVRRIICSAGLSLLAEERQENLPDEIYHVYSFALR
Starred values were filed as active, the others as inactive; ? = inconclusive; · = not tested or not shown; [ ] = dose if it differs, or a comment. The call rests on the fitted dose curve; in most records, active means well fitted curve in the direction sought with a large enough effect; inconclusive means small, poorly fitted or top-dose-only effect, or another doubt; inactive means no such curve, though single readings can be large; an effect the other way counts as inactive or inconclusive. These rows are one share of the data (hit frequency here may not be typical).

mol,p53null 32C kill,PTAP-TSG101 blk,NTMT1 inh,GALK inhibitor,FH mod,B2AR arrestin ag,p53null 39C kill
CCOC(=O)N1CCc2c(sc3c2c(=O)n(Cc2ccccc2)c(=O)n3CC(=O)Nc2ccc(F)cc2)C1,14.7%,1.0%,?,8.6%,-18.3%,-2.0%,5.4%
CCOc1ccc(NC(=O)Cn2cc(C(=O)c3ccco3)c3ccccc32)cc1,-6.7%,-4.0%,-4.6%,4.6%,-8.6%,-0.3%,?
COc1ccc(-n2ccn(CC(=O)Nc3ccc(C)c(C)c3)c(=O)c2=O)cc1OC,8.4%,-6.5%,-0.4%,0.0%,0.6%,-0.1%,-19.7%
O=C(CC1N=C2c3ccccc3N=C(SCc3ccc(F)cc3)N2C1=O)NC1CCCCC1 (stereo not given),-8.1%,0.5%,-1.2%,-0.2%,?,-1.7%,7.6%
CCc1nnc(NC(=O)CSc2nc3c([nH]c4ccccc43)c(=O)n2-c2ccc(OC)cc2)s1,0.2%,-1.4%,-1.3%,-1.1%,5.3%,?,32.1%[activator]
CCOCCCNC(=O)C(=O)Nc1c2c(nn1-c1ccc(OC)cc1)CSC2,-4.1%,1.7%,15.1%,1.6%,3.8%,-2.7%,-3.3%
COc1cc(C(c2c(C)[nH][nH]c2=O)c2c(C)[nH][nH]c2=O)ccc1OC(=O)c1ccccc1F,-4.0%,-6.5%,-5.2%,0.0%,1.9%,-1.7%,24.2%
COc1ccc(CC(=O)NCC(c2cccs2)S(=O)(=O)c2ccc(Cl)cc2)cc1 (stereo not given),-2.0%,-2.5%,?,-2.6%,-4.8%,0.6%,-10.7%
Cc1[nH]n2c(=O)cc(-c3ccc(Cl)cc3)nc2c1-c1ccccc1,·,0.2%,?,-4.5%,?,-2.1%,·
O=C(NCc1ccco1)c1ccc2c(c1)N(Cc1cccc(Cl)c1)C(=O)c1ccccc1S2=O (stereo not given),27.8%,0.2%,4.4%,1.0%,-12.3%,-1.2%,12.4%
COc1ccc(CCNc2nc(SCc3ccccc3Cl)nc3ccccc23)cc1OC,0.0%,-3.7%,-9.1%,0.2%,-11.1%,-3.8%,-2.9%
COc1ccc(CNC(=O)C2CCCN(c3nnc(C)c4c(C)n(-c5ccc(C)cc5)nc34)C2)cc1 (stereo not given),-0.7%,-3.6%,79.4µM*,3.4%,-28.1%,0.5%,3.5%
Cc1ccc(C)c(NC(=O)Cn2cc(C(=O)c3ccco3)c3ccccc32)c1,-12.4%,-9.1%,-21.5%,0.5%,-1.6%,0.7%,?
CCCNC(=O)C1CCC(Cn2c(=O)c3sccc3n(CC(=O)NCc3ccccc3)c2=O)CC1 (stereo not given),4.7%,-0.2%,-5.5%,0.1%,-5.0%,0.1%,-0.8%
CCN1CCN(CCCNC(=O)c2cc3c(s2)-c2c(C)cccc2OC3)CC1,-6.6%,-2.1%,?,-3.6%,-6.8%,0.0%,?

Part of the list above in order of molecular weight, largest number first.
mol,p53null 32C kill,PTAP-TSG101 blk,NTMT1 inh,GALK inhibitor,FH mod,B2AR arrestin ag,p53null 39C kill
CCOC(=O)N1CCc2c(sc3c2c(=O)n(Cc2ccccc2)c(=O)n3CC(=O)Nc2ccc(F)cc2)C1,14.7%,1.0%,?,8.6%,-18.3%,-2.0%,5.4%
CCCNC(=O)C1CCC(Cn2c(=O)c3sccc3n(CC(=O)NCc3ccccc3)c2=O)CC1 (stereo not given),4.7%,-0.2%,-5.5%,0.1%,-5.0%,0.1%,-0.8%
O=C(NCc1ccco1)c1ccc2c(c1)N(Cc1cccc(Cl)c1)C(=O)c1ccccc1S2=O (stereo not given),27.8%,0.2%,4.4%,1.0%,-12.3%,-1.2%,12.4%
COc1ccc(CCNc2nc(SCc3ccccc3Cl)nc3ccccc23)cc1OC,0.0%,-3.7%,-9.1%,0.2%,-11.1%,-3.8%,-2.9%
COc1ccc(CC(=O)NCC(c2cccs2)S(=O)(=O)c2ccc(Cl)cc2)cc1 (stereo not given),-2.0%,-2.5%,?,-2.6%,-4.8%,0.6%,-10.7%
COc1ccc(-n2ccn(CC(=O)Nc3ccc(C)c(C)c3)c(=O)c2=O)cc1OC,8.4%,-6.5%,-0.4%,0.0%,0.6%,-0.1%,-19.7%
CCOc1ccc(NC(=O)Cn2cc(C(=O)c3ccco3)c3ccccc32)cc1,-6.7%,-4.0%,-4.6%,4.6%,-8.6%,-0.3%,?
Cc1[nH]n2c(=O)cc(-c3ccc(Cl)cc3)nc2c1-c1ccccc1,·,0.2%,?,-4.5%,?,-2.1%,·

Molecules above with two or more sulfur atoms (2):
mol,p53null 32C kill,PTAP-TSG101 blk,NTMT1 inh,GALK inhibitor,FH mod,B2AR arrestin ag,p53null 39C kill
CCc1nnc(NC(=O)CSc2nc3c([nH]c4ccccc43)c(=O)n2-c2ccc(OC)cc2)s1,0.2%,-1.4%,-1.3%,-1.1%,5.3%,?,32.1%[activator]
COc1ccc(CC(=O)NCC(c2cccs2)S(=O)(=O)c2ccc(Cl)cc2)cc1 (stereo not given),-2.0%,-2.5%,?,-2.6%,-4.8%,0.6%,-10.7%
